Screens as filed in PubChem.
E coli Lon inh: E. coli protease La inhibition. purified E. coli Lon protease, fluorescence polarization. P0A9M0. AID 602123. inhibition, % at 7.94 µM. actives 0.42% (n = 360,000); in the data active = inhibition above about 13%, passing the limit was not always enough;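 note: 0% = enzyme with probe and DMSO and 100% = no enzyme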
Target sequence (P0A9M0 whole entry, looked up): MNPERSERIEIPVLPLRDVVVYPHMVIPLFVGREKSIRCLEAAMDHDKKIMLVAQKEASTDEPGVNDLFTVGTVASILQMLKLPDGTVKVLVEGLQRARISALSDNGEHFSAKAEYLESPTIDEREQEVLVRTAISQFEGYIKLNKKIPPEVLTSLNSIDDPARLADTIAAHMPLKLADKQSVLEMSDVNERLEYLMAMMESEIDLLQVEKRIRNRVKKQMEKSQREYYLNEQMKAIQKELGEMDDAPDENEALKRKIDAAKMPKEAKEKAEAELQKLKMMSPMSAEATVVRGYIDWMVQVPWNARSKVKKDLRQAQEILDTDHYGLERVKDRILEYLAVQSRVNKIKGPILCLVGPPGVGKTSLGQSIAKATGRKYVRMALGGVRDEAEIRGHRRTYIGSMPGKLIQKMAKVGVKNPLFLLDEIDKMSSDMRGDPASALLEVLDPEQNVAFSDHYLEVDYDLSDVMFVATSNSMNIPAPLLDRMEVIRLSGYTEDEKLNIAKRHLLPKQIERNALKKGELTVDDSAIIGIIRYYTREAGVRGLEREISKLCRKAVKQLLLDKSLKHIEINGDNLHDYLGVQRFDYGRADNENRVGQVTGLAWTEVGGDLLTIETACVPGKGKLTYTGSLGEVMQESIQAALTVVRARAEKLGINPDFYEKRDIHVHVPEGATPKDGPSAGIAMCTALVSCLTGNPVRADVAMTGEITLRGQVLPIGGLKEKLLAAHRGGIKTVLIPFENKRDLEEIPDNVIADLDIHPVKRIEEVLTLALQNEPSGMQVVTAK
DNMT1 block: blocks human DNA methyltransferase DNMT1 | actives 0.83% (n = 360,000) | AID 588458 | inhibition (reported as % activation of signal), % at 10 µM | DNMT1 molecular beacon, Hinp1I cleavage, fluorescence | P26358; in the data active = inhibition above about 50%
bovine MsrA act: bovine methionine sulfoxide reductase A activation; purified bovine MsrA, absorbance read-out; activation, % at 10.6 µM; actives 0.3% (n = 360,000); in the data active = activation above about 7.5%;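 note: 0% = vehicle and 100% = reference activator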
STEP inh: STEP (human) phosphatase inhibition; recombinant STEP, OMFP fluorogenic substrate, fluorescence; actives 0.25% (n = 360,000); inhibition, % at 20 µM; P54829; AID 588621;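 active = inhibition at 20 µM, scaled per plate between control wells, above about 37%, limit read from the data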;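 note: 0% = DMSO with enzyme and substrate and 100% = substrate only without enzyme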
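System: STEP phosphatase, cell-free reaction; Buffer or medium: Bis-Tris pH 6.0 buffer with DTT, detergent; Incubation: 20 min at room temperature, dark; Measured by: fluorescence, 480/540 nm.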
Tb MetRS inh: Trypanosoma brucei MetRS inhibition. purified T. brucei MetRS, ATP depletion, Kinase-Glo luminescence. inhibition, % at 11.9 µM. actives 0.4% (n = 360,000). AID 624268;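 active = inhibition above a per-plate cutoff of the control wells' mean inhibition plus 3 SD, cut at about 5.5% in these data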;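 note: 0% = DMSO wells median and 100% = median of wells with control inhibitor compound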
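assay system = parasite MetRS enzyme | timing = 15 min preincubation, 2 h reaction, all 25 °C | evaluation = percent inhibition relative to median high and low control wells | medium = HEPES buffer containing pyrophosphatase, BSA, spermine, DTT | compound = single dose, 11.9 µM final nominal, 0.9% final DMSO | detection = Kinase-Glo luminescence, ATP depletion format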
LMPTP inh: blocks human LMPTP phosphatase | recombinant LMPTP-A, OMFP fluorogenic substrate, fluorescence intensity | AID 651560 | actives 0.22% (n = 360,000) | inhibition, % at 20 µM;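 active = compounds that cut the enzyme signal by at least half of the control window in the single-dose screen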;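 note: plate controls were DMSO wells with enzyme plus substrate for no effect and substrate without enzyme for full effect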
Target sequence (P24666 whole entry, looked up): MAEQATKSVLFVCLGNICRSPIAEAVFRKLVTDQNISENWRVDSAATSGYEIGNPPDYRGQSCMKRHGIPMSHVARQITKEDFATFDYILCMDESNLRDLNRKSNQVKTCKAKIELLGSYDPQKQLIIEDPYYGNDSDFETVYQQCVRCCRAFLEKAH
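Assay system: LMPTP-A, protein tyrosine phosphatase of low molecular weight / Medium: pH 6.0 Bis-Tris buffer with DTT and Triton X-100 / Schedule: 50 min enzyme reaction at room temperature, protected from light / Measured by: endpoint fluorescence intensity from OMFP dephosphorylation / Read-out basis: % inhibition relative to no-enzyme and uninhibited control wells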
MsrA inhibitor: bovine MsrA inhibition; inhibition, % at 15.5 µM; actives 0.75% (n = 360,000); purified bovine MsrA, absorbance read-out; AID 651718; in the data active = inhibition above about 4.5%;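 note: 0% = vehicle wells with enzyme and 100% = reference inhibitor wells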
NRP1-CendR mod: alters CendR peptide binding to human NRP-1 | O14786 | FAM-RPARPAR peptide binding to NRP-1, fluorescence polarization | inhibition, % at 25 µM | actives 0.85% (n = 360,000) | AID 602438;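 active = inhibition or corrected inhibition above about 18%, plus a signal ratio from 0.5 to 1.5, limit read from the data, passing the limit was not always enough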; note: strong numbers were not always called active
Scp1 inh: blocks human Scp-1 phosphatase activity; inhibition, % at 20 µM; Recombinant Scp1, phosphopeptide, malachite green phosphate absorbance; actives 0.88% (n = 340,000); Q9GZU7;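 active = inhibition above about 50% at 20 µM, limit read from the data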;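 note: plate controls were DMSO wells with enzyme for no effect and wells lacking enzyme for full effect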
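assay system = SCP-1 phosphatase catalytic domain, residues 76-261 | buffer or medium = 50 mM Tris acetate pH 5.5, 0.005% Tween-20, 10 mM MgCl2 | incubation = enzyme reaction 45 min at room temperature, colour 5 min, stabilisation 30 min | signal = Phosphate-binding colour reagent, absorbance read at 630 nm | measure = % inhibition at 20 µM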
SUMO1-SIM PPI: modulators of human SUMO1-mediated protein-protein interactions; inhibition, % at 20 µM; SUMO1 binding to a labelled peptide, TR-FRET, 1 h; P63165; AID 602429; actives 0.33% (n = 360,000); in the data active = inhibition above about 37%
Target sequence (P63165 whole entry, looked up): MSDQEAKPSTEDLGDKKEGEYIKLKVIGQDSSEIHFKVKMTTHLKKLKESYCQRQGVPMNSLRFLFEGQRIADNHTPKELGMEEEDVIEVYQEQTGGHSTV
* hit, by the source's call; nt = no result given.

Scp1 inh | bovine MsrA act | DNMT1 block | NRP1-CendR mod | MsrA inhibitor | SUMO1-SIM PPI | STEP inh | Tb MetRS inh | LMPTP inh | E coli Lon inh | canonical_smiles
-12 | -1 | 2 | 12 | -0.2 | 0 | 1 | -0.2 | -0.5 | -9 | O=C(CCN1C(=O)CSC1=O)Nc1ccc(Br)cc1
6 | -8 | 2 | 6 | -1.0 | 3 | 2 | -0.5 | -0.1 | 9 | O=S(=O)(Nc1ncccn1)c1ccc(NC(=S)Nc2ccccc2)cc1
-5 | -3 | -2 | 5 | -0.4 | 1 | 2 | -0.3 | -0.1 | 1 | S=C(NCc1cccnc1)Nc1ccc2c(c1)OCO2
-6 | 1 | -4 | 8 | 0.3 | 4 | -2 | 0.0 | 0.3 | 7 | CCc1ccc(NC(=O)CC2C(=O)N(c3ccc(C)cc3)C(=O)N2C2CC2)cc1 (centres undefined)
-6 | -3 | 5 | -5 | -1.3 | 0 | 0 | -0.7 | 0.5 | 2 | Nc1ccc(S(=O)(=O)c2ccc(Cl)cc2)cc1
35 | -1 | 9 | -4 | 2.3 | -18 | 0 | 0.0 | 1.4 | -1 | NC(=O)c1ccsc1NC(=O)COC(=O)CNC(=O)c1cccc([N+](=O)[O-])c1
-7 | 1 | 1 | 7 | -1.2 | -4 | -1 | -0.4 | -1.8 | 9 | Cc1cc(NC(=O)CCC2CCCC2)no1
-8 | -1 | 2 | 12 | -0.6 | 1 | -4 | -0.1 | -3.9 | -9 | Cc1ccc(OCC(O)CN2CCN(CCO)CC2)c(C)c1 (centres undefined)
-9 | 1 | -1 | -2 | -0.2 | -3 | 0 | 0.2 | 0.2 | -2 | CC(NC(=O)c1ccccc1)C(=O)OCC(=O)c1ccc(Br)cc1 (centres undefined)
-2 | -1 | 9 | 0 | 0.6 | 0 | -5 | -0.2 | -0.6 | 9 | C1CCC(OCCN2CCN(CCOC3CCCCC3)CC2)CC1
0 | -3 | 10 | -9 | 0.0 | -17 | -2 | 0.1 | -1.7 | -6 | O=C(O)c1ccc(NCc2nc3cc4ccccc4cc3[nH]2)cc1
2 | -2 | 0 | -2 | 0.8 | -9 | -1 | -0.4 | 1.7 | 22 | COC(=O)c1c(NC(=O)CC2SC(N)=NC2=O)sc2c1CCC(C)C2 (centres undefined)
0 | -3 | 11 | 18 | 0.8 | -5 | -1 | -0.3 | 0.4 | -6 | CCOC(=O)Nc1ccc2c3c(cccc13)-c1ccccc1-2
-10 | -4 | -1 | 4 | -1.1 | -2 | 1 | -0.5 | 2.1 | 2 | COc1ccc(OC)c(/C=C/C(=O)OCC(=O)NC2CCCCCCC2)c1
-5 | 1 | -10 | 3 | 1.2 | -150 | 4 | 1.2 | -5.0 | -3 | CCN1CCN(CCCNC(=O)c2ccc3c(c2)NC(=O)/C(=C\c2cccc(C)c2)S3)CC1
-4 | 1 | 0 | -3 | -0.1 | 2 | 1 | -0.1 | -0.3 | -2 | CCC(=O)NC(NCC1CCCO1)C(Cl)(Cl)Cl (centres undefined)
-8 | -12 | 2 | -6 | 0.6 | -9 | 2 | -0.9 | 1.4 | 1 | O=C(Oc1ccc(Br)cc1C(=S)N1CCCC1)c1ccccc1Cl
-10 | -3 | -1 | -5 | -0.9 | -1 | 0 | -1.4 | 0.4 | 6 | COCCCNC(=O)Cc1ccc(-n2c(C)nc3cccnc32)cc1
-9 | 0 | 1 | 9 | -1.0 | 3 | -2 | 0.7 | 0.3 | 4 | O=C1c2ccccc2CN1Cc1ccccc1
12 | -2 | 32 | -6 | -0.6 | 3 | 2 | -0.5 | 0.1 | 11 | O=C(Nc1ccccc1)c1ccc(OC(=O)c2cc3ccccc3o2)cc1
-12 | -2 | 2 | -6 | nt | -4 | 2 | -0.7 | -0.5 | 4 | COC(=O)c1cc(OC)c(OC)cc1N1C(=O)CC(C)(C)CC1=O
-8 | -2 | 0 | 16 | 0.5 | 1 | -1 | -0.5 | -3.9 | -6 | Cc1ccc(S(=O)(=O)CCC(=O)NCc2ccccc2F)cc1
10 | -2 | -4 | 15 | 0.8 | -3 | -6 | -0.2 | 0.4 | -1 | CCOC(=O)c1ccc2nc(NC(=O)c3cccs3)sc2c1
-1 | -4 | 1 | 12 | 2.1 | -58 | -2 | 0.1 | 0.4 | -5 | COc1ccc(-c2cc3ccc(OCC(C)=O)cc3oc2=O)cc1OC
-7 | -4 | 1 | 1 | 0.6 | -4 | -2 | -0.2 | -0.5 | 0 | Cn1c(=O)c2cc(S(=O)(=O)NC(C(=O)NCc3cccnc3)c3ccccc3)ccc2n(C)c1=O (centres undefined)
-14 | -1 | -8 | -8 | -0.2 | 1 | -4 | -0.2 | 1.5 | 11 | O=C(NCc1ccco1)c1cnn2c1NC(c1ccc(Br)cc1)CC2C(F)(F)F (centres undefined)
12 | -6 | -2 | 5 | -0.2 | -25 | 0 | -0.2 | 1.0 | 2 | Cc1ccc2c(c1)-c1c(ssc1=S)C(C)(C)N2C(=O)CSc1nncn1C
-9 | -1 | 3 | 0 | 0.5 | 4 | 3 | 0.0 | -0.2 | -4 | CCc1cc(=O)oc2cc(OC3CCCCC3=O)ccc12 (centres undefined)
-1 | -6 | -4 | -3 | 3.1 | -5 | 5 | -1.8 | -0.6 | 4 | COc1ccc(NC(=S)N/N=C/c2ccc(F)cc2)cc1OC
-12 | -4 | 0 | 3 | 0.6 | 24 | 3 | -0.7 | -0.4 | -18 | O=S(=O)(NC1CC2CCC1C2)c1ccc(Br)s1 (centres undefined)
-7 | -3 | 0 | 8 | 1.3 | -13 | -1 | -0.1 | -4.0 | 3 | CN1CCN(CCC(=O)N/N=C/c2cc([N+](=O)[O-])ccc2OC(F)F)CC1
-4 | -3 | 2 | -1 | -0.6 | 2 | 4 | 0.8 | -1.5 | 0 | COc1ccc(OC)c(S(=O)(=O)N2CCN(C)CC2)c1
0 | -3 | 1 | -25 | -0.9 | 3 | 1 | 0.1 | -2.0 | -5 | CCN1CCN(C(=O)C2CC(c3ccc(F)cc3)=NO2)CC1 (centres undefined)
-10 | -3 | 1 | 0 | 0.7 | 2 | -1 | -0.1 | -0.6 | 3 | COc1ccc(OC)c(N(CC(=O)NCCc2ccc(OC)c(OC)c2)S(=O)(=O)c2ccccc2)c1
nt | -2 | 4 | 5 | 1.4 | -1 | -3 | 0.2 | -4.3 | 7 | CC1(C(=O)NS(=O)(=O)c2ccccc2OC(F)(F)F)CCN1C(=O)c1ccco1 (centres undefined)
-2 | -2 | 3 | 0 | -0.1 | 4 | 6 | -0.3 | -1.5 | -1 | Cc1ccc(C)c(SCC(=O)Nc2nnc(-c3ccccc3)o2)c1
-7 | -8 | -4 | -3 | -0.7 | -6 | 2 | -0.4 | 2.1 | -5 | O=C(Nc1ccc(Cl)cc1)c1cc(Br)ccc1OCC(=O)N1CCOCC1
-4 | -7 | 1 | 9 | -0.1 | -9 | -4 | -0.6 | -1.7 | -1 | CCOc1ccc(C(=O)OCC(=O)Nc2cc(C)on2)cc1OCC
-3 | -2 | 1 | 11 | 0.7 | 1 | -2 | -0.1 | -1.5 | 9 | CCOC(=O)c1cccc(NS(=O)(=O)c2c(C)[nH]c(C)c2C(=O)N2CCCC2)c1
7 | -3 | -3 | 1 | 0.1 | -1 | 1 | -0.8 | -0.9 | -11 | CCN(CC)CCNC(=O)c1cc(S(=O)(=O)N2CCc3ccccc32)cn1C

Gathered by group: the entries above containing a CF3 group.
Scp1 inh | bovine MsrA act | DNMT1 block | NRP1-CendR mod | MsrA inhibitor | SUMO1-SIM PPI | STEP inh | Tb MetRS inh | LMPTP inh | E coli Lon inh | canonical_smiles
-14 | -1 | -8 | -8 | -0.2 | 1 | -4 | -0.2 | 1.5 | 11 | O=C(NCc1ccco1)c1cnn2c1NC(c1ccc(Br)cc1)CC2C(F)(F)F (centres undefined)
nt | -2 | 4 | 5 | 1.4 | -1 | -3 | 0.2 | -4.3 | 7 | CC1(C(=O)NS(=O)(=O)c2ccccc2OC(F)(F)F)CCN1C(=O)c1ccco1 (centres undefined)

Other entries follow:
Scp1 inh | bovine MsrA act | DNMT1 block | NRP1-CendR mod | MsrA inhibitor | SUMO1-SIM PPI | STEP inh | Tb MetRS inh | LMPTP inh | E coli Lon inh | canonical_smiles
-8 | -2 | 2 | -2 | 0.5 | -11 | 0 | 0.1 | 0.1 | -4 | CC(C)NC(=O)c1ccc2c3n(nc2c1)-c1ccc(Cl)cc1CO3
-2 | -12 | -13 | 11 | 0.2 | 23 | 0 | -2.1 | 9.9 | -3 | Cc1nnc(SCc2cc(=O)[nH]c(Nc3nc(C)c4cc(C)c(C)cc4n3)n2)s1
-5 | -10 | 6 | -6 | 0.1 | -5 | 2 | -1.1 | 0.8 | 0 | C=CCSc1nc2ccccc2c(=O)n1Cc1ccccc1
-3 | 2 | 1 | 5 | -0.3 | -4 | 0 | 1.1 | 1.3 | -2 | COc1ccc2oc(=N)c(C(=O)Nc3ccc(F)cc3)cc2c1
-15 | 2 | -1 | 10 | -0.8 | -5 | 2 | -0.8 | -0.7 | -8 | CC(=O)N=c1sc(C(C)(C)C)c(C)n1C
-5 | -1 | 1 | 6 | 0.0 | -1 | 0 | 0.1 | -1.4 | -5 | CC(C(=O)N1CCCCCC1)N(c1ccc(Cl)cc1)S(C)(=O)=O (centres undefined)
-5 | -6 | -2 | -2 | 0.2 | -18 | 0 | -1.3 | -1.1 | -3 | Nc1c(C(=O)c2ccccc2)oc2ccccc12
-5 | -5 | -2 | 7 | 1.4 | -2 | 2 | -0.2 | 0.6 | -1 | CS(=O)(=O)N1CCN(c2ccc(NC(=O)COc3ccccc3)cc2)CC1
-5 | -15 | 1 | -6 | 0.2 | 10 | 0 | -0.6 | 1.3 | 0 | Cc1cccc(CN(C(=S)Nc2c(C)cccc2C)c2cccnc2)c1
-12 | -2 | -1 | -12 | -0.5 | -1 | 0 | -0.5 | -7.5 | -2 | Brc1ccccc1OCCCN1CCCC1
-15 | -1 | -2 | -10 | -0.2 | 2 | -3 | -0.2 | -1.9 | -8 | Cc1ccc(NC(=O)CN2C(=O)NC(C)(CC(C)C)C2=O)c(Br)c1 (centres undefined)
-2 | -2 | -7 | -3 | -0.5 | 1 | -1 | -0.1 | 0.8 | -6 | COc1cc(C2CC(=O)c3cnc(NC(=O)COc4ccccc4)nc3C2)cc(OC)c1OC (centres undefined)
-10 | -1 | -13 | -21 | 0.8 | -25 | -4 | 0.1 | 2.0 | -3 | O=C(OCC(=O)c1c[nH]c2ccccc12)c1cccc([N+](=O)[O-])c1
-11 | 1 | -4 | 2 | 0.1 | 2 | -1 | -0.1 | 1.9 | 1 | CN(Cc1ccccc1)S(=O)(=O)c1ccc(S(=O)(=O)N(Cc2ccc(F)cc2)C2CCCC2)cc1
1 | -6 | 2 | 2 | -0.6 | -47 | -1 | -0.4 | -0.4 | 1 | O=C(C[n+]1ccc(C(=O)NCc2ccccc2)cc1)c1ccc(Cl)cc1
